IL1B secr inh: inflammasome signaling inhibition, IL-1 beta readout | 4.7% of 360,000 active | THP-1 LPS/ATP IL-1B secretion, AlphaLISA, 16 h; stronger effect = lower value | activity change, % at 57.5 µM; in the data active = activity change below about -50%; inconclusive = mostly about -30% to -49%; note: % is set by controls: 0 for no effect and ±100 for the full control effect
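THP-1 cells pretreated 1 hr with compounds (up to 57.5 uM final), then stimulated with LPS (250 ng/mL final) plus ATP (1.25 mM final); secreted IL-1B measured by AlphaLISA after 16 hr, decreased signal indicating inhibition.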
HepG2 viability: kills HepG2 cells in TGF-b inhibitor counter-screen; HepG2 CAGA-GFP viability, ATP luminescence, 18 h; Potency, µM (series often up to 46.1 µM), for the others: top-dose activity change, negative = cytotoxicity, actives largely listed as cytotoxic; 0.76% of 410,000 active; note: potency is the fitted concentration of half-maximal effect; some results filed as inactive show a strong effect at the top dose
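HepG2 CAGA-GFP cells (1000/well, DMEM with 1% FBS) received compound, then TGF-beta at 500 pg/mL final, and were incubated 18 hours at 37 degrees C. Viability was read by CellTiter-Glo luminescence. Media-only wells were set as complete cell-killing and DMSO as no toxicity.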
Nrf2 ARE act: Nrf2 pathway activation. 0.31% of 410,000 active. Potency, µM (titrated, usually from 46.1 µM), for inactives: top-dose activation, actives largely listed as activators. AID 624171. AREc32 ARE-luciferase reporter (MCF7-derived line), luminescence, 24 h; note: potency is the fitted concentration of half-maximal effect; % of control where 0% means no effect; nearly all actives have a fitted effect of over 65% in size
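Cells of the AREc32 ARE-luciferase line are plated in OPTI-MEM containing 5% FBS and left overnight at 37 deg C. Compounds are pinned in, incubation continues 24 hr, and firefly luciferase signal is then measured.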
A549 viability: A549 cytotoxicity, counter-screen for Nrf2 inhibitors; 0.16% of 390,000 active; AID 504648; Potency, µM (series often up to 46 µM), for the others: top-dose activity change, negative = cytotoxicity, hits mostly inhibitors; A549 ARE-Fluc cells, CellTiter-Fluor viability, 18-24 h; note: potency is the fitted concentration of half-maximal effect; % is set by controls: 0 for no effect and ±100 for the full control effect
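A549 ARE_Fluc cells in 5% FBS OPTI-MEM were exposed to compounds in concentration-response for 18-24 h at 37 deg C. Viability was read by CellTiter-Fluor fluorescence (Ex 405/Em 525) after 30 min, before the luciferase read.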
TGFb SMAD3 inh: TGF-b pathway inhibition; Potency, µM (highest dose often 46.1 µM), without a hit: at the highest dose activity, negative = inhibition, actives largely listed as inhibitors; AID 588855; 1.2% of 410,000 active; HepG2 CAGA-GFP TGF-b/SMAD3 reporter, GFP fluorescence, 18 h; TGF-beta stimulated, 500 pg/mL final; note: potency is the fitted concentration of half-maximal effect; % is set by controls: 0 for no effect and ±100 for the full control effect; nearly all actives have a fitted effect of over 65% in size
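HEPG2 CAGA-GFP reporter cells (1000/well, DMEM with 1% FBS) received compounds, then recombinant TGF-beta at 500 pg/mL final for 18 hours at 37 degrees C. Per-cell GFP summed per well was normalised to unstimulated and stimulated DMSO controls before curve fitting.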
MCF10A rereplic: DNA re-replication induction in MCF 10a cells | MCF 10A DNA re-replication, Hoechst nuclear intensity, 48 h | AID 624296 | 2.9% of 350,000 active | Potency, µM (highest dose often 46.1 µM), for the others: at the top dose activity, positive = re-replication, hits mostly activators; note: potency is the fitted concentration of half-maximal effect; % of control where 0% means no effect; nearly all actives have a fitted effect of over 50% in size
Nrf2 inh: blocks Nrf2 signaling. Potency, µM (titrated, usually from 46 µM), inactives show at the highest dose activity change, negative = inhibition, most hits filed as inhibitors. AID 504444. 2.1% of 360,000 active. A549 ARE-Fluc reporter, luciferase luminescence, 18-24 h; note: potency is the fitted concentration of half-maximal effect; % is set by controls: 0 for no effect and ±100 for the full control effect; nearly all actives have a fitted effect of over 60% in size
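Cells were seeded and rested 2 h, then exposed to compounds for 18-24 h. CellTiter-Fluor was read first as a viability measure. BugLite was added 15 min before the final luminescent read of ARE-luciferase activity in A549 cells.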
ATXN2 expr inh: ATXN2 expression inhibition; Potency, µM (series often up to 57 µM), inactives show at the top dose activity change, negative = inhibition, most hits filed as inhibitors; HEK-293 ATXN2-luciferase reporter, luminescence, 24 h; 0.72% of 360,000 active; note: potency is the fitted concentration of half-maximal effect; % is set by controls: 0 for no effect and ±100 for the full control effect; nearly all actives have a fitted effect of over 55% in size
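ATXN2-luciferase reporter cells (luciferase flanked by upstream and downstream ATXN2 gene portions) were treated 24 h at 37 °C with compounds at up to 57 uM. SteadyGlo luminescence gave expression; GF-AFC fluorescence gave viability.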
S2 tox: viability counter-screen for ATXN expression inhibitors. S2 cells (HEK-293 line with an ATXN2-luciferase reporter) viability, CellTiter-Fluor protease fluorescence, 24 h. Potency, µM (series often up to 56.7 µM), usual class: cytotoxic. 0.49% of 400,000 active. AID 651635; note: potency is the fitted concentration of half-maximal effect; nearly all actives have a fitted effect of over 40% in size
* marks the source's active call; other numbers are inactive results; i = inactive; ? = inconclusive; · = no result given; [ ] = dose if it differs, or a comment. Unless noted, calls come from the whole dose curve; as a rule, active = well fitted curve in the direction sought with a large enough effect; inconclusive = small, poorly fitted or top-dose-only effect, or another doubt; inactive = no such curve, though single readings can be large; an effect the other way counts as inactive or inconclusive.

SMILES	IL1B secr inh	HepG2 viability	Nrf2 ARE act	A549 viability	TGFb SMAD3 inh	MCF10A rereplic	Nrf2 inh	ATXN2 expr inh	S2 tox
CCN(CC(=O)Nc1cccc(S(=O)(=O)N(C)c2ccccc2)c1)Cc1cccs1	-9	-13%	3.0%	1%	?	17%	-18%	-24%	i
CCOc1ccc(C(=O)Nc2ccc(C(=O)OCc3cc(=O)n4c(C)csc4n3)cc2)cc1	·	-16%	-0.5%	?	22µM*	·	·	·	·
COc1cc(OC)c(NC(=O)CCCn2nc(C)c3c(C)n(-c4ccccc4)nc3c2=O)cc1Cl	·	-5%	4.5%	-2%	-26%	·	22%	·	·
C[C@H]1CN([C@@H](C)CO)C(=O)Cc2cc(NC(=O)C3CC3)ccc2O[C@H]1CN(C)Cc1ccc(Oc2ccccc2)cc1	-72*	-100%	-3.8%	?	?	?	?	?	·
O=C(NC(=S)Nc1ccc2oc(-c3cccnc3)nc2c1)c1cccc(Cl)c1	-1	-38%	0.9%	-22%	11%	?	?	-39%	i
COc1ccc(NC(=O)C2CCCN(c3ncccn3)C2)cc1 (stereo not given)	3	-10%	2.4%	1%	-1%	-25%	?	59%[activator]	i
Cc1ccc(OCC(=O)N2CCN(c3nnc(-c4ccc(C)cc4)c4ccccc34)CC2)cc1	-87*	-28%	-0.9%	?	?	?	18µM*	28µM*	?
NC(=S)c1ccc(OCCCc2ccccc2)cc1	-12	-29%	3.0%	·	-4%	·	·	·	i
O=C(CC(=O)NN=C1CCCC1)NCCc1ccccc1	23	-22%	-0.2%	-4%	?	2%	-1%	-2%	i
O=C(CNc1cc(S(=O)(=O)N2CCOCC2)ccc1NCC1CCCO1)Nc1cccc(F)c1 (stereo not given)	?	-33%	0.3%	2%	8%	4%	-1%	6%	i
COc1ccc(C2=NC(c3ccccc3)=Nc3ccc(C)cc3N2)cc1	·	-17%	4.1%	10%	-2%	·	-2%	8%	i
Cc1nc(-c2cccs2)sc1C(=O)O	-6	0%	-0.3%	4%	-20%	-2%	?	12%	i
CC(C)(C)OC(=O)N1CCC(c2c(C(=O)Nc3ccc4c(c3)OCCO4)cnn2-c2ccccc2)CC1	·	2%	-0.5%	-18%	?	·	-19%	·	·
O=C(N[C@H]1C/C=C\C[C@H](CC(=O)N(CCO)Cc2ccccc2)C(=O)N[C@@H](c2ccccc2)COC1=O)OCC1c2ccccc2-c2ccccc21	-3	1%	0.3%	-1%	-15%	1%	6%	-15%	i
O=C(O)CCN1C(=O)S/C(=C\c2cccnc2)C1=O	-2	-2%	-0.2%	-8%	11%	?	7%	0%	i
CCOC(=O)N1CCN(C(=O)CN(c2ccc(OC)c(OC)c2)S(C)(=O)=O)CC1	12	-4%	0.3%	12%	14%	-2%	12%	4%	i
O=C(CCN1CCN(c2ccccc2F)CC1)Nc1ccccc1Cl	24	6%	-0.1%	-5%	5%	3%	4%	1%	i
CCC(=O)N1CCc2cc(Br)cc(S(=O)(=O)NCCc3cccc(C)c3)c21	·	-17%	4.7%	-14%	11µM*	·	·	·	·
COc1ccc(-c2csc3ncnc(N4CCN(S(=O)(=O)c5cccc(C(F)(F)F)c5)CC4)c23)cc1	30	0%	-0.9%	-5%	-20%	?	-14%	-12%	i
CCc1sc(C(=O)Nc2cccnc2)cc1Br	-22	-8%	0.1%	3%	-3%	-3%	-4%	-5%	i
O=C(Cc1ccccc1)Nc1cc(C(=O)c2ccccc2)ccc1N1CCOCC1	65	-6%	-0.8%	-12%	-15%	17%	?	·	·
CC(=O)Nc1ccc(S(=O)(=O)N2CCC(C(=O)NCCC(=O)NCc3ccncc3)CC2)cc1	1	-6%	-1.3%	-3%	21%	0%	0%	10%	i
O=C(C1CCN(S(=O)(=O)c2ccccc2)CC1)N1CCOCC1	-4	-5%	-0.4%	7%	30%[activator]	5%	-9%	-4%	i
CCN(CC)CCSc1nc(O)c(-c2ccccc2)c(=O)n1-c1ccccc1	-4	-4%	-0.7%	-6%	-6%	2%	-8%	-10%	i
COc1ccc(NC(=O)CSc2nnc(-c3ccccc3F)n2C2CC2)cc1S(N)(=O)=O	16	-2%	-1.4%	3%	2%	2%	7%	6%	i
(listing goes on)
SMILES	IL1B secr inh	HepG2 viability	Nrf2 ARE act	A549 viability	TGFb SMAD3 inh	MCF10A rereplic	Nrf2 inh	ATXN2 expr inh	S2 tox
COc1ccc(C(CNC(=O)Cc2ccccc2Cl)N2CCCCC2)cc1 (stereo not given)	-52*	-1%	-0.3%	1%	-8%	-1%	5%	-15%	i
COc1ccc2[nH]c3c(=O)n(CCCC(=O)NC4CCC(C)CC4)c(=S)[nH]c3c2c1 (stereo not given)	1	-16%	-0.6%	1%	-12%	0%	-6%	·	i
Cc1ccc([N+](=O)[O-])cc1S(=O)(=O)N1CCn2cccc2C1c1ccccc1F (stereo not given)	·	-26%	0.3%	0%	-11%	·	·	6%	i
CC(C)c1ccc(NS(=O)(=O)c2ccc3[nH]cc(C(=O)NC4CCCCC4)c(=O)c3c2)cc1	·	-109%	-4.0%	10%	?	·	-19%	·	·
CC(C)c1ccc(NC(=O)C2CCCN(S(=O)(=O)c3cccnc3)C2)cc1 (stereo not given)	34	-2%	0.5%	-2%	-20%	45%	?	-24%	i
Cn1c(=O)c(-c2ccccc2)nn2c3ccccc3nc12	50	-13%	14%	-5%	-4%	-7%	12%	6%	i
CN(C)CCCN(Cc1ccccc1)C(=S)Nc1cccc(C(F)(F)F)c1	16	-67%	-1.0%[9.22 µM]	19%	?	1%	4%	-23%	?
O=C(Nc1ccccc1)Nc1nnc(Cc2ccccc2F)s1	6	2%	0.0%	0%	-10%	1%	1%	16%	i
O=C(Nc1nnc(-c2ccco2)o1)c1ccc(Cl)s1	4	-1%	?	-11%	-16%	11%	?	-5%	i
O=C(Nc1nccs1)c1cnccn1	0	11%	-0.5%	-3%	-20%	20%	10%	8%	i
O=S1(=O)[C@H]2C[C@H](CO)O[C@@]2(CO)CN1Cc1ccc(-c2ccc(F)cc2)cc1	64	-24%	5.9%	-1%	?	?	5%	-10%	i
COc1ccccc1OCCSc1nc2ccccc2n1CC(N)=O	27	-2%	0.4%	1%	1%	1%	?	32%[activator]	i
CC(=O)c1ccc(NC(=S)NC(=O)/C=C/c2ccccc2)cc1	-12	-22%	3.3%	-1%	-9%	-6%	10%	42%[activator]	i
O=C(C[C@@H]1C/C=C/CC[C@@H](Cc2ccc(F)cc2)C(=O)O[C@@H](c2ccccc2)CNC1=O)NCCO	-6	-3%	-0.2%	-1%	?	10%	1%	0%	i
O=C(CN1CCSCC1)N/N=C/c1ccc(F)c(F)c1	-17	-53%	1.5%	18%	11%	-8%	7%	7%	i
O=C(Nc1ccccc1-c1nnn(CC(=O)N2CCCc3ccccc32)n1)c1cccc(Cl)c1	-23	-2%	-0.1%	-8%	-9%	?	?	-5%	?
Cc1c(O)c(CN2CCCC2)cc2c1oc(=O)c1ccccc12	-14	-21%	-0.2%	4%	11%	1%	0%	-16%	i
Cc1ccc(C(=O)N2CCN(c3ccc(NC(=O)c4cccnc4)cc3)CC2)cc1	-21	-10%	-0.3%	-6%	4%	0%	?	2%	i
Cc1cc(C)cc(NC(=O)C(=S)NCc2ccccc2)c1	-8	-12%	1.8%	6%	-1%	24%	12%	8%	i
O=S(=O)(c1ccc(Cl)cc1)N1CCN(c2nc(-c3ccccc3)nc3ccccc23)CC1	·	-3%	·	1%	11%	·	?	·	·
Cc1cc(C)cc(NC(=O)C2CCN(S(=O)(=O)c3c(C)noc3/C=C/c3ccco3)CC2)c1	·	-10%	14%	9%	-21%	·	0%	·	·
CCOc1cccc2c1OC1(CCCCC1)N1N=C(c3cccnc3)CC21 (stereo not given)	4	-6%	8.9%	-4%	-6%	15%	-9%	16%	i
O=C(O)CCCN1C(=O)C2C3CCC(O3)C2C1=O (stereo not given)	11	5%	0.2%	-1%	24%	14%	?	11%	i
O=C(c1ccncc1)N(c1ccc2oc3c(c2c1)CCCC3)S(=O)(=O)c1cccc([N+](=O)[O-])c1	6	8%	-0.9%	-1%	-13%	?	-1%	-15%	i
CCOC(=O)[C@]12CCCC=C1N(Cc1cccc3ccccc13)C(=O)[C@H](CC(=O)NCCCOC)C2	0	·	0.1%	·	·	·	·	-5%	i
CCCCN(C)c1c(C)nc2ccc(C(=O)NCCOc3ccc(OC)cc3)cn12	-13	-17%	-1.0%[9.22 µM]	·	-6%	·	·	-34%	?
CCOC(=O)C1(C)NC(c2ccc(OC)c(OC)c2)C2C(=O)N(c3cccc(C(C)=O)c3)C(=O)C21 (stereo not given)	5	1%	-0.8%	·	-3%	·	·	·	i
COC(=O)[C@H]1C[C@@]2(O)CN(S(=O)(=O)c3ccc(C)cc3)C[C@@]2(OC(=O)NCc2ccccc2)C[C@H]1C(=O)OC	2	3%	-0.2%	·	6%	·	·	8%	i
O=C(NCCc1ccccc1)c1cccc2c1C(=O)c1ccc(N3CCOCC3)cc1S2(=O)=O	1	-4%	-1.2%	-8%	30%	3%	-5%	8%	i
Cn1cc(CCC(=O)NC2CC2)c2ccccc21	-2	-7%	0.2%	1%	-1%	2%	-18%	-4%	i

Part of the list above in another layout:
Structure | IL1B secr inh | HepG2 viability | Nrf2 ARE act | A549 viability | TGFb SMAD3 inh | MCF10A rereplic | Nrf2 inh | ATXN2 expr inh | S2 tox
Cc1cc(C)cc(NC(=O)C2CCN(S(=O)(=O)c3c(C)noc3/C=C/c3ccco3)CC2)c1 | · | -10% | 14% | 9% | -21% | · | 0% | · | ·
CC(C)c1ccc(NC(=O)C2CCCN(S(=O)(=O)c3cccnc3)C2)cc1 (stereo not given) | 34 | -2% | 0.5% | -2% | -20% | 45% | ? | -24% | i
CC(=O)c1ccc(NC(=S)NC(=O)/C=C/c2ccccc2)cc1 | -12 | -22% | 3.3% | -1% | -9% | -6% | 10% | 42%[activator] | i

High-throughput results from PubChem BioAssay.
